Screens: PubChem, National Center for Advancing Translational Sciences (NCATS)
LmPK inh = qHTS Assay for Inhibitors of Leishmania Mexicana Pyruvate Kinase (LmPK); purified LmPK, Kinase-Glo ATP luminescence, 1 h; Potency, µM (highest dose often 57.5 µM), for inactives: at the highest dose activity change, negative = inhibition, most hits filed as inhibitors; hit rate 0.37% among 290,000; AID 1721, 2009; also: potency is read from the fitted curve at half-maximal effect
Target sequence (Q27686 whole entry, looked up): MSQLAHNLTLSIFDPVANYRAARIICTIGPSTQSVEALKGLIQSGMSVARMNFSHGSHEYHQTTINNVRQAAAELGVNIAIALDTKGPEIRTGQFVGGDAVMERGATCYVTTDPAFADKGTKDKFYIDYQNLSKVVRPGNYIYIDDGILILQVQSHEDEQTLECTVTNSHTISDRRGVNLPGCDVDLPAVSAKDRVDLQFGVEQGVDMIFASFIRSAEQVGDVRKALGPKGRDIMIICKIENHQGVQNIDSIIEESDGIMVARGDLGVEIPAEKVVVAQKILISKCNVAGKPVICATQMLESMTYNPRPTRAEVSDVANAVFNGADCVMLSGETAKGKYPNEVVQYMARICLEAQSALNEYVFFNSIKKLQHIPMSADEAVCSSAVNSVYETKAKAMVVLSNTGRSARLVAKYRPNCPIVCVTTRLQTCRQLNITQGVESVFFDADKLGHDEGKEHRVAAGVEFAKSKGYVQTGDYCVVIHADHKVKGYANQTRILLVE
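Pyruvate kinase activity monitored as ATP production (luciferase luminescence). Conditions: 0.1 nM enzyme, 0.5 mM PEP, 0.1 mM ADP, 1 h, RT; normalized against uninhibited and no-enzyme wells.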
AMA1 RON2 block = qHTS for Inhibitors of AMA1-RON; Towards Development of Antimalarial Drug Lead: Primary Screen; AID 720542, 2013; Plasmodium falciparum AMA1 (3D7) - RON2 peptide interaction; Potency, µM (titrated, usually from 58.2 µM), inactives show top-dose activity change, negative = inhibition, actives largely listed as inhibitors; AlphaScreen AMA1-biotinylated RON2 peptide binding; hit rate 0.2% among 360,000;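 also: potency is read from the fitted curve at half-maximal effect; 0% = vehicle wells and -100% = peptide control; nearly all actives have a fitted effect of over 45% in size; some results filed as inactive show a strong effect at the top dose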
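AMA1 (3D7) with his tag at 25 nM final met compounds first, then biotinylated RON2 peptide at 25 nM; detection used donor plus acceptor beads, 10 µg/mL apiece, read by AlphaScreen after 30 min at room temperature.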
HCMV antiviral = qHTS Assay for inhibitors of the human cytomegalovirus (HCMV); AID 1259415, 2018; hit rate 4.5% among 410,000; HFF cells, HCMV-luciferase reporter, 72 h; active compounds read low; activity change, negative = inhibition, % at 57.5 µM; in the data active = activity change below about -60%; inconclusive = no clear call, values can overlap the other calls; inactive = above about -39%
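HFF cells seeded 16 h at 37C, treated with compounds, infected with luciferase-reporter HCMV at MOI 1 PFU/cell; luciferase read at 72 h post infection, normalized to buffer-only and Salinomycin controls.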
AmpC detergent = qHTS Inhibitors of AmpC Beta-Lactamase (assay with detergent); P00811; AmpC hydrolysis of nitrocefin, absorbance 480 nm, 0.01% Triton; Potency, µM (doses to about 114 µM), for inactives: at the top dose activity change, negative = inhibition, hits mostly inhibitors; hit rate 0.041% among 370,000; AID 485294, 2010;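 also: potency is read from the fitted curve at half-maximal effect; 0% = no-compound wells and -100% = no-enzyme wells; nearly all actives have a fitted effect of over 25% in size; some results filed as inactive show a strong effect at the top dose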
Target sequence (P00811 whole entry, looked up): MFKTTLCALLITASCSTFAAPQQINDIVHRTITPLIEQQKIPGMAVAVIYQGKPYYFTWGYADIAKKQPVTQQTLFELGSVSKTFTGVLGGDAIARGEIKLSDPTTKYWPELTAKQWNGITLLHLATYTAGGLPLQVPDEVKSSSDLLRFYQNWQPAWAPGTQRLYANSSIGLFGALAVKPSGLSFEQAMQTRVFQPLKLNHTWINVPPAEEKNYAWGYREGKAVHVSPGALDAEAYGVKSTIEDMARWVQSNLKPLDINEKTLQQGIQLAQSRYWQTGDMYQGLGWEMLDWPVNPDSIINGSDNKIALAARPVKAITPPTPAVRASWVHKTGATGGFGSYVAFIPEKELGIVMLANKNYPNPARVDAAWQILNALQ
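20 mM phosphate pH 7.0 + 0.01% (detergent screen) or 0.0001% Triton X-100; 5.3 nM AmpC reagent; cpd preinc 15 min RT; nitrocefin (800 uM stock) to start; A480 q20 s × 4 min; Activity was normalised to no-enzyme and no-compound control wells.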
Tb PYK inh = qHTS of Trypanosoma Brucei Inhibitors. AID 624173, 2012. pyruvate kinase (Trypanosoma brucei), Q57TT1. TbPYK enzyme, Kinase-Glo Plus ATP luminescence, 45 min. hit rate 0.12% among 410,000. Potency, µM (highest dose often 76.8 µM), inactives show at the top dose activity, negative = inhibition, usual class: inhibitors; also: potency is read from the fitted curve at half-maximal effect; nearly all actives have a fitted effect of over 50% in size
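T. brucei PYK with substrate was exposed to pin-transferred compounds across a concentration series, then started with 130 uM ADP (final). After 45 min at room temperature, Kinase-Glo Plus luminescence was read, normalized and curve-fitted.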
Sm TGR block = qHTS Assay for the Inhibitors of Schistosoma Mansoni Peroxiredoxins; Schistosoma mansoni thioredoxin glutathione reductase (TGR), Q962Y6; purified TGR, DTNB reduction, TNB absorbance 405 nm; Potency, µM (doses to about 114 µM), for the others: at the top dose activity change, negative = inhibition, actives largely listed as inhibitors; hit rate 3% among 360,000; AID 485364, 2010; also: potency is read from the fitted curve at half-maximal effect; nearly all actives have a fitted effect of over 60% in size
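TGR 20 nM + NADPH 100 uM (dispensed conc.), cpd preinc 15 min RT; start with NADPH (500 uM addition) then DTNB (15 mM addition). Kinetic TNB absorbance, 405 nm filter. Four-parameter Hill fit across titration.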
AmpC inh no detg = qHTS Inhibitors of AmpC Beta-Lactamase (assay without detergent). P00811. hit rate 0.52% among 330,000. Potency, µM (series often up to 57.1 µM), without a hit: at the top dose activity change, negative = inhibition, most hits filed as inhibitors. AID 485341, 2010. AmpC nitrocefin hydrolysis, absorbance 480 nm, 0.0001% Triton;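 also: potency is read from the fitted curve at half-maximal effect; plate controls were no compound for no effect and no enzyme for full effect; nearly all actives have a fitted effect of over 20% in size; some results filed as inactive show a strong effect at the top dose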
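AmpC (5.3 nM in the dispensed reagent) in 20 mM phosphate pH 7.0 with 0.01% (detergent screen) or 0.0001% Triton X-100 was preincubated with compounds for 15 min at room temperature. Nitrocefin was then added from an 800 uM solution, and hydrolysis was followed at 480 nm.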
* marks the source's active call; other numbers are inactive results; ? = inconclusive; nt = no result given; & = joins results of further samples; [ ] = another dose, or the depositor's remark. Unless noted, calls follow the shape of the dose curve; as a rule, active = well fitted curve in the direction sought with a large enough effect; inconclusive = small, poorly fitted or top-dose-only effect, or another doubt; inactive = no such curve, though single readings can be large; an effect the other way counts as inactive or inconclusive. Unless noted, % is scaled to controls: 0 for no effect and ±100 for the full control effect.

SMILES | LmPK inh | AMA1 RON2 block | HCMV antiviral | AmpC detergent | Tb PYK inh | Sm TGR block | AmpC inh no detg
COc1ccc(-n2c(Cc3ccccc3)nnc2SCc2nc(-c3ccccc3C)no2)cc1 | nt | nt | 0 | -4% | 4% | 3% | nt
CCCc1cc(C(=O)Nc2ccc(C(=O)OC)cc2)cs1 | 6% | -8% | 60 | ? | -1% | -21% | -19%
CCOC(=O)CSc1nc(C)cc2c1C(=O)OC2 | 1% | 6% | -15 | -6% | -2% | -5% | 3%
CCCCN(C)CCCNC(=O)CN1C(=O)COc2ccc(S(=O)(=O)N3CCOCC3)cc21 | 0% | 0% | 8&4 | -3%&-10% | 0%&-1% | 1%&-11% | -4%
Cc1cc(C)n2nc(Nc3ccccc3)cc2n1 | -1% | -5% | 208 | -2% | 2% | 3% | 12%
N#Cc1c(NC(=O)CSCC(=O)O)sc2c1CCCC2 | 3% | -5% | -5 | -13% | -11% | -20% | -18%
CCN(CC)C(=O)c1ccc(NC(=O)c2cc(-n3cnnc3)ccc2Cl)cc1 | -11% | -12% | 35 | 2% | 5% | -1% | 12%
CC(=O)NCC(=O)OCC(=O)c1ccc(Cl)cc1 | -2% | 11% | -12 | -8% | 1% | 31% | -13%
COc1ccc(CCC(=O)Nc2cccc(S(=O)(=O)N(C)C)c2)cc1OC | 0% | 8% | -17 | ? | 4% | -17% | -10%
O=C(CCCC(=O)OCC(Cl)=C(Cl)Cl)Nc1cccc2ccccc12 | 1% | -2% | -27 | -5% | -1% | -2% | 0%
CN(C)/C=N/c1nc2ncc(-c3ccc(Cl)cc3)c(/N=C/N(C)C)n2n1 | -1% | -8% | 12 | 1% | 1% | -18% | 65%[activator]
CCN(CC)CCCNC(=O)c1cc2c(Cl)nc3ccccc3c2s1 | 4% | 6% | -22 | -2% | 5% | -13% | 5%
Cc1ccc2nc(-c3ccc(NC(=O)CN4CCN(c5ccccn5)CC4)cc3)sc2c1 | 1% | 10% | 10 | -5% | -1% | -2% | 9%
COc1ccc(NC(=O)Nc2nnc(Cc3ccc(OC)c(OC)c3)s2)cc1 | -3% | -1% | -12 | 0% | 5% | 20% | 2%
O=c1cc(C(F)(F)F)nc(SC/C=C/c2ccccc2)[nH]1 | 6% | -2% | nt | ? | 8% | -29% | -26%
CN(C)/C=C1\C(=O)N(C)N=C1C(F)(F)F | -6% | -14% | -32 | 7% | -4% | -2% | -20%
Cc1nn(-c2ccccc2)c(N2CCCC2)c1/C=C1\N=C(c2ccccc2)OC1=O | 1% | -2% | 25 | -1% | -9% | -6% | -1%
COc1ccc2cc(S(=O)(=O)c3ccccc3)c(=O)oc2c1 | 4% | 10% | -22 | -5% | -1% | -14% | -24%
COc1cc(C2NC(=O)NC3=C2C(=O)OC3)cc(OC)c1OC (stereo not drawn) | -2% | 11% | -4 | ? | -10% | -11% | -11%
CCOc1ccc(Cl)cc1CNc1nnnn1C | 1% | -2% | -14 | 1% | 1% | nt | -9%
CCc1ccc(Oc2coc3cc(O)ccc3c2=O)cc1 | 1% | 0% | 26 | -6% | 3% | -12% | -31%
Cc1ccc(S(=O)(=O)N2CCOCC2)cc1C(=O)Nc1ccc(S(=O)(=O)Nc2nccs2)cc1 | 2% | -5% | ? | 3% | 0% | nt | -52%
COc1cccc2c1OCC(CN1CCN(C3CCCCC3)C(CCO)C1)=C2 (stereo not drawn) | 0% | 0% | 0 | 5% | 1% | 12% | -9%
CCOC(=O)/C=c1\s/c(=C\c2ccccc2OC)c(=O)n1CC(=O)N1CCOCC1 | -2% | -6% | 8 | ? | -3% | -1% | 149%[activator]
CN1CCCc2cc(C=O)ccc21 | 1% | -6% | -9 | -8% | -3% | -10% | -16%
Cc1ccc(C(=O)NCCN(C)C)cc1C | -2% | 3% | 48 | -1% | -2% | 1% | -10%
Cn1cccc1C(=O)OCC(=O)c1c[nH]c2ccccc12 | nt | -2% | 61 | nt | -1% | nt | -1%
Cc1nn(Cc2ccccc2)c(Cl)c1C(=O)NC(C)(C)C | 4% | -16% | -12 | ? | -4% | 0% | -24%
O=C(NCCN=C1NS(=O)(=O)c2ccccc21)c1ccc(S(=O)(=O)N2CCOCC2)cc1 | -7% | -2% | 40 | -4% | -9% | -11% | -24%
CCCCCCCCC(c1nc2cc(C)c(C)cc2[nH]1)n1c(=O)c(-c2ccccc2Br)nc2ccccc21 (stereo not drawn) | nt | 47%[activator] | 7 | nt | -8% | nt | nt
CCOC(=O)c1c(C)oc2ncnc(N3CCN(c4cccc(Cl)c4)CC3)c12 | nt | nt | -26 | 6% | 1% | 10% | nt
Cc1cccc(-n2c(CCN3C(=O)c4ccccc4C3=O)nc3ccccc3c2=O)n1 | -1% | -12% | 10 | -5% | -1% | 0% | -3%
O=C(CSc1nnc2ccc(-c3ccccn3)nn12)N1CCCC1 | nt | 0% | 0 | nt | 2% | nt | nt
O=C(COc1ccccc1Cl)N(Cc1cccc(F)c1)C1CCS(=O)(=O)C1 (stereo not drawn) | nt | nt | 8 | 6% | -5% | 0% | nt
COc1cc(NC(=O)C2CCN(S(=O)(=O)c3c(C)noc3/C=C/c3c(C)cc(C)cc3C)CC2)cc(OC)c1 | nt | nt | 33 | 18% | 3% | 2% | nt
COc1ccc(C)cc1Nc1nc(-c2c(C)[nH]c3ccccc23)cs1 | 0% | 0% | -12 | ? | -18% | -11% | -33%
Cc1cccc(C)c1NC(=O)c1ccc2c(c1)nnn2C1CCCC1 | nt | nt | -25 | 0% | -1% | 5% | nt
COc1ccc(CNC(=O)CSc2nc3ccc(C)cc3[nH]2)cc1 | 3% | 12% | -34 | -2% | -1% | -4% | -27%
CC(C)(C)c1ccc(C(CC(=O)O)NS(=O)(=O)Cc2ccccc2)cc1 (stereo not drawn) | 7% | -5% | 30 | -10% | -4% | 0% | -4%
Nc1c(N2CCCCC2)c(=O)[nH]c(=O)n1-c1ccccc1 | -2% | -3% | 17 | -11% | -7% | 5% | -11%
CCC(=O)Nc1cccc(NC(=O)c2ccc3c(c2)OCO3)c1 | -19% | -6% | 69 | 2% | -3% | 4% | 0.14µM*
Cc1ccccc1-n1nnnc1SCC(=O)c1c(N)n(C2CC2)c(=O)[nH]c1=O | nt | -9% | -4 | ? | -5% | -8% | -16%
CCc1ccc(NC(=O)Cn2nnc(-c3ccc(C)cc3-n3cnnn3)n2)cc1 | 4% | 11% | -37 | 1% | -5% | -1% | -17%
CCN1CCN(C(=O)CN(C)S(=O)(=O)c2ccc(OC)cc2)CC1 | -2% | 14% | 5 | 2% | -12% | -3% | 7%
CCn1nc(C(=O)NNS(=O)(=O)c2cc(/C=C/C(=O)O)cc(OC)c2OC)c2ccccc2c1=O | nt | 35%[activator] | ? | nt | 6% | nt | -20%
COc1cccc(C(NC(C)=O)c2nc(-c3cccc(C(C)C)c3)cs2)c1 (stereo not drawn) | nt | 2% | -12 | nt | 3% | nt | nt
O=C(NCc1ccccn1)c1nc(-c2ccc(C(F)(F)F)cc2)no1 | -3% | 20% | -24 | -3% | -3% | 0% | -6%
Cc1ccccc1S(=O)(=O)N1[C@@H](c2ccc(Br)cc2)C(C(=O)O)=CC[C@H]1c1ccc(Cl)cc1 | nt | -5% | -30 | nt | 0% | nt | 22%
CCOC(=O)C1(C)CCCN(C(=O)c2ccc(-c3ccccc3)cc2)C1 (stereo not drawn) | nt | 0% | -12 | nt | 2% | nt | nt
CCN(CC)C(=O)CN(c1cccc(Br)c1)S(C)(=O)=O | 0% | 0% | 11 | 6% | -2% | 3% | -1%
Cc1ccc(-n2nc3c(c2NC(=O)c2ccc4c(c2)OCO4)CS(=O)(=O)C3)c(C)c1 | -1% | 0% | -24 | -14% | -14% | -2% | -10%
O=C(N/N=C/c1ccc(O)cc1)c1cccc(C(F)(F)F)c1 | -5% | 58%[activator] | 30 | 2% | -13% | 0% | -19%
O=C(CSCc1cnn(-c2ccccc2)c1-n1cccc1)NCc1ccccn1 | -4% | 14% | -20 | 6% | -2% | 0% | 106%[activator]
CC(NC(=S)Nc1ccccc1OC(F)F)C(C)(C)C (stereo not drawn) | 3% | -1% | -65* | 6% | -1% | -2% | -13%

Entries of single compounds, looked up by structure. Order of values: LmPK inh	AMA1 RON2 block	HCMV antiviral	AmpC detergent	Tb PYK inh	Sm TGR block	AmpC inh no detg
CCN(CC)C(=O)CN(c1cccc(Br)c1)S(C)(=O)=O across the screens: 0%	0%	11	6%	-2%	3%	-1%
COc1cccc(C(NC(C)=O)c2nc(-c3cccc(C(C)C)c3)cs2)c1 (stereo not drawn) across the screens: nt	2%	-12	nt	3%	nt	nt
O=C(NCc1ccccn1)c1nc(-c2ccc(C(F)(F)F)cc2)no1 across the screens: -3%	20%	-24	-3%	-3%	0%	-6%
O=C(N/N=C/c1ccc(O)cc1)c1cccc(C(F)(F)F)c1 across the screens: -5%	58%[activator]	30	2%	-13%	0%	-19%
CCOC(=O)C1(C)CCCN(C(=O)c2ccc(-c3ccccc3)cc2)C1 (stereo not drawn) across the screens: nt	0%	-12	nt	2%	nt	nt
